# High-throughput results: PubChem BioAssay, The Scripps Research Institute Molecular Screening Center
# CHO-K1 Ca ag: counter-screen for M1 agonists: effect in parental CHO-K1 cells; Fluo-8 calcium fluorescence; scaled to maximal ATP response, vehicle zero; activation, % at 3 µM; actives 0.48% (n = 360,000); in the data active = activation above about 15%;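 also: untransfected CHO-K1 host cells lacking M1 receptor as counterscreen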
# CHO-K1 Ca PAM: nonselective calcium activators in parental CHO-K1 cells, primary screen, counter-screen for M1 PAM project, cell-based, Fluo-8 calcium fluorescence, full deck, 1536-well. ATP EC20; 0% at ATP EC20, 100% at ATP max. activation, % at 3 µM. actives 0.02% (n = 360,000). AID 602247, 2012;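 active = activation above the run cutoff, the mean activation of all test compounds plus 3 SD, cut at about 40% in these data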;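 also: peak over basal fluorescence ratio in a 140 s read after ATP addition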
# CHO parental Ca: ATP-evoked calcium signal inhibitors, parental CHO, primary screen, counter-screen for OX1R antagonist project, cell-based, fluorescence, Fluo-8 calcium dye; parental CHO-K1, ATP-induced calcium, Fluo-8 fluorescence; actives 0.63% (n = 330,000); inhibition, % at 5.6 µM; AID 463079, 2010;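 active = inhibition above that plate's mean sample inhibition plus 3 SD, cut at about 26% in these data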;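 also: 0% = ATP-challenged DMSO wells and 100% = DMSO wells without ATP; some compounds past the cut are filed as inactive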
#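 Test system: untransfected parental CHO cell line. Compound: one dose, 5.6 µM nominal. Detection: intracellular calcium via Fluo-8 no-wash fluorescent dye. Measure: % inhibition. Benchmarks: ATP-challenged DMSO wells low, unchallenged DMSO wells high.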
# TAAR1 antag: human TAAR1 antagonists, primary screen, Fluo-8 calcium fluorescence, CHO RD-HGA16 cells; antagonist; inhibition, % at 3 µM; actives 1.5% (n = 360,000); AID 624466, 2012;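 active = inhibition above a per-plate cutoff, the mean inhibition of test compounds on that plate plus 3 SD, cut at about 49% in these data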;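 also: 0% = DMSO plus EC80 beta-PEA response and 100% = DMSO alone without agonist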
# Target sequence (Q96RJ0 whole entry, looked up): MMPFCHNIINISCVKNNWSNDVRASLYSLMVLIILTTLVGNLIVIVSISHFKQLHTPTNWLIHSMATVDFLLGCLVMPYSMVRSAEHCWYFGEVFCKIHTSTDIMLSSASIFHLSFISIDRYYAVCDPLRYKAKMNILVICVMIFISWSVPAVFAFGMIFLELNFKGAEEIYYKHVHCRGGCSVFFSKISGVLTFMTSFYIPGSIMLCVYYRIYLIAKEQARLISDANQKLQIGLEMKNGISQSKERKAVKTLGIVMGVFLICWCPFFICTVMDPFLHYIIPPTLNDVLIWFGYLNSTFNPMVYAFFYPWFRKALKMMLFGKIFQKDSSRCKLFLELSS
#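 Assay system: RD-HGA16 CHO cells with stable hTAAR1 and Gα16 / Reagent: EC80 β-phenethylamine stimulus / Doses: 3 µM, single point / Timing: dye loading 75 min at 37 °C, then 30 min room temperature / Measured by: Fluo-8 intracellular calcium dye fluorescence, real-time kinetic reads / Controls: vehicle wells and EC80 agonist wells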
# GPR7 antag: GPR7 receptor antagonists, primary screen, cell-based, fluorescence, single concentration; GPR7-expressing cells, fluorescence antagonist assay; inhibition, % at 4.4 µM; actives 1.1% (n = 290,000); AID 1861, 2009; in the data active = inhibition above about 16%, passing the limit was not always enough;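 also: cells stimulated with the agonist NPW; 0% = agonist with vehicle and 100% = vehicle without agonist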
# Target sequence (P48145 whole entry, looked up): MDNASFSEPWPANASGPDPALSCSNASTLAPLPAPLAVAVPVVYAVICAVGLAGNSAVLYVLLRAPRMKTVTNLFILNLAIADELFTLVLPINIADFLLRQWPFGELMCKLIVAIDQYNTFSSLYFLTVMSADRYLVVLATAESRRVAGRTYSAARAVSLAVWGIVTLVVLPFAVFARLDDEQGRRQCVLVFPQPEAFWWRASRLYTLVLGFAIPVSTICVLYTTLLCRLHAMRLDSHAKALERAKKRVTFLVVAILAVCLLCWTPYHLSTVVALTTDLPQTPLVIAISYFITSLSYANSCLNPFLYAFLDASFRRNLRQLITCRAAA
# CHO-K1 Ca antag: nonselective inhibitor or artifact in parental CHO-K1 cells; inhibition, % at 3 µM; actives 0.6% (n = 360,000); ATP-induced calcium, Fluo-8 fluorescence; AID 602250;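 active = inhibition above a per-plate cutoff, the plate's mean sample inhibition plus 3 SD, cut at about 24% in these data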;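 also: 0% = DMSO plus EC80 ATP and 100% = DMSO alone without ATP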
# OXTR potentiator: human OXTR potentiators, primary screen, fluorescence, CHO-OTR cells, Fluo-8 calcium; activation, % at 3 µM; actives 0.061% (n = 320,000); Fluo-8 calcium fluorescence, potentiator mode; 0% = oxytocin EC15, 100% = EC100;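 active = activation above that plate's cutoff, the mean activation of tested compounds plus 3 SD, cut at about 6.6% in these data, passing the limit was not always enough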;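 also: 100% uses oxytocin at 75 nM as the full agonist control; some results filed as inactive read as strong as hits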
#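 Measured by – Fluo-8 calcium dye fluorescence · Test system – human OTR in CHO cells · Dosing – one concentration, 3.0 µM compound · Controls – EC15 oxytocin alone as 0%, 75 nM oxytocin as 100% · Evaluation – normalized max/min fluorescence ratio, % activation · Timing – 6 min pre-incubation, 100 s read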
# V1R ag counter: agonists of human V1a receptor, primary screen, counter-screen for OXTR agonist project, fluorescence, CHO-V1R cells; actives 0.25% (n = 320,000); activation, % at 3 µM; Vasopressin V1a receptor (Homo sapiens), P37288; Fluo-8 calcium fluorescence, agonist mode; 0% DMSO, 100% 3 nM vasopressin;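 active = activation above the mean activation of all tested compounds plus 3 SD, per screening run, cut at about 20% in these data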;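 also: signal is peak over basal fluorescence ratio across a 100 second FLIPR read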
# Target sequence (P37288 whole entry, looked up): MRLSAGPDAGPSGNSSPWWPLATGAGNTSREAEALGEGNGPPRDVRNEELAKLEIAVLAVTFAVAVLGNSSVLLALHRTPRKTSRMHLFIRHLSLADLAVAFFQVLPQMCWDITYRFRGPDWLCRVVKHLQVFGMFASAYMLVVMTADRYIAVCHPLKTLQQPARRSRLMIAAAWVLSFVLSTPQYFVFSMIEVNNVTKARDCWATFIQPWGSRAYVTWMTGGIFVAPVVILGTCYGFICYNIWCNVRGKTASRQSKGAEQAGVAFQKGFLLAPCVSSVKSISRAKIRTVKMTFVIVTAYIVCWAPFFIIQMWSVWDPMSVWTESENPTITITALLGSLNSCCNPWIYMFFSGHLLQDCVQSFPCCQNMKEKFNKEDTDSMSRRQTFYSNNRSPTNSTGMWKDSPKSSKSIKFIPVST
# OXTR ag: human OXTR agonists, primary screen, fluorescence, CHO-OTR cells, Fluo-8 calcium. Oxytocin receptor (Homo sapiens), P30559. Fluo-8 calcium fluorescence; normalized: DMSO 0%, oxytocin 100%. activation, % at 3 µM. actives 0.32% (n = 320,000). AID 2435, 2010;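 active = activation above the mean of all tested compounds plus 3 SD, cutoff set per screening run, cut at about 20% in these data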;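 also: peak over basal fluorescence ratio from a 100 s FLIPR kinetic read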
# The depositor's hits bear a star; x = not tested or not shown. This is a random part of the collection; overall some 3.5% were active at least once.
SMILES,CHO-K1 Ca ag,CHO-K1 Ca PAM,CHO parental Ca,TAAR1 antag,GPR7 antag,CHO-K1 Ca antag,OXTR potentiator,V1R ag counter,OXTR ag
O=C(O)CSCC(=O)Nc1ccc(S(=O)(=O)N2CCCCC2)cc1,0.1,6,4,11,-11,-11,4,0.8,0.2
CC1CCC(=O)N(CCSc2ccccc2)CC1 (stereo unspecified),2.5,6,-22,-8,-4,-3,-7,-0.4,-1.2
O=C(CN(Cc1ccccc1)S(=O)(=O)c1ccc(Br)cc1)N/N=C/c1ccccc1C(=O)O,0.1,9,-25,-14,-18,-13,-2,-0.3,0.0
O=C(OCc1ccc([N+](=O)[O-])cc1)c1cnc(Cl)c(Cl)c1,0.6,-3,-7,6,16,-11,-4,-0.6,-1.7
COc1ccc(NS(=O)(=O)c2csc(C(N)=O)c2)cc1OC,1.8,17,-5,-18,-13,-7,-1,0.4,1.3
COc1cc2oc3cc(C)oc(=O)c3c2cc1OC,0.0,20,-1,1,-11,-14,-2,-0.6,-1.7
Cc1c(NC(=O)CSc2ncn[nH]2)c(=O)n(-c2ccccc2)n1C,0.3,6,10,-12,5,-5,0,0.6,0.3
CN(C)S(=O)(=O)c1cccc(C(=O)NCC2CCCO2)c1 (stereo unspecified),1.0,19,18,-13,-3,-3,-2,0.8,0.2
CCOC(=O)c1cnn(Cc2ccccc2)c1N,0.5,6,-4,-6,-10,-12,-8,0.7,0.8
CCOc1cc(/C=N/N=C2/NC(=O)C(CC(=O)O)S2)ccc1OS(=O)(=O)c1ccc(C)cc1 (stereo unspecified),-0.2,12,x,-9,-2,-7,x,x,x

# Among those listed so far, these have a halogen:
SMILES,CHO-K1 Ca ag,CHO-K1 Ca PAM,CHO parental Ca,TAAR1 antag,GPR7 antag,CHO-K1 Ca antag,OXTR potentiator,V1R ag counter,OXTR ag
O=C(CN(Cc1ccccc1)S(=O)(=O)c1ccc(Br)cc1)N/N=C/c1ccccc1C(=O)O,0.1,9,-25,-14,-18,-13,-2,-0.3,0.0
O=C(OCc1ccc([N+](=O)[O-])cc1)c1cnc(Cl)c(Cl)c1,0.6,-3,-7,6,16,-11,-4,-0.6,-1.7

# Look-ups from above.
# `CN(C)S(=O)(=O)c1cccc(C(=O)NCC2CCCO2)c1` (stereo unspecified) | CHO-K1 Ca PAM = 19
# `COc1cc2oc3cc(C)oc(=O)c3c2cc1OC` | CHO-K1 Ca PAM = 20

# (list continues)
SMILES,CHO-K1 Ca ag,CHO-K1 Ca PAM,CHO parental Ca,TAAR1 antag,GPR7 antag,CHO-K1 Ca antag,OXTR potentiator,V1R ag counter,OXTR ag
COc1cccc(C2C3=C(CC(C)(C)CC3=O)Nc3cc4c(cc32)OCO4)c1 (stereo unspecified),0.1,10,-5,-10,-9,8,-7,-1.6,-2.6
CCCCN(C=O)c1c(CC)nc2c(OCCC)cccn12,0.8,4,x,-14,x,-3,x,x,x
CC1(C)CC(NS(=O)(=O)c2ccc(S(=O)(=O)N3CCOCC3)cc2)CCO1 (stereo unspecified),1.8,6,-13,4,-1,-19,-1,-0.9,-0.6
CCOc1cc(Br)c(COc2ccc(C)nc2[N+](=O)[O-])cc1OCC,0.0,-6,-21,-7,-20,0,-8,0.1,0.6
C=CCn1c(SCC(=O)NCC2CCCO2)nc2sc(C)c(C)c2c1=O (stereo unspecified),0.8,0,-13,-9,-15,-4,-8,-0.2,-1.0
COc1cccc(NS(=O)(=O)c2cc3c(cc2C)N(C)CCO3)c1,0.1,8,-7,-8,-3,-8,-6,11,1.2
CCN(CCO)c1ccc(N=Nc2cc(C)[nH]n2)cc1,2.8,0,-5,0,-10,-6,3,1.0,2.3
Cc1ccc(NC(=O)Nc2c(C)n(C)n(-c3ccccc3)c2=O)cc1,1.6,-2,-13,-10,-8,-12,-6,21*,0.8
N#C/C(=C\c1ccncc1)c1ccc(NC(N)=O)cc1,5.5,8,5,-4,-3,7,-1,0.8,-0.7
Cc1cc(=O)[nH]c(NCc2ccc(Cl)cc2)n1,-0.2,-11,-10,-14,-24,-1,2,1.4,0.8
COCCNC(=S)NNC(=O)c1cc(-c2cccnc2)nc2ccccc12,0.2,-16,x,-4,-16,-3,x,x,x
Cc1nc(-c2ccccc2)sc1C(=O)Nc1ccc(S(N)(=O)=O)cc1,6.1,7,-1,32,4,12,-14,3.2,4.0
COc1ccc(NC(C)=O)cc1NC(=O)CSc1nnc(-c2ccccn2)n1C,0.1,14,-13,2,0,-9,3,0.8,0.9
COc1ccc(CCC(=O)OCC(=O)NCc2ccc3c(c2)OCO3)cc1,0.8,16,-27,-9,x,0,-4,0.8,-0.6
COCCNC(=O)CCCn1c(=O)c2cc(OC)c(OC)cc2n(CC(=O)Nc2ccc(C)c(F)c2)c1=O,3.8,31,-8,-39,-5,-10,-7,-0.4,-0.3
Cc1cc(C)c(NC(=O)COC(=O)c2ccncc2)c(C)c1,0.2,-16,-11,2,x,-5,3,0.3,2.1
COc1ccccc1NC(=O)c1ccc(C)s1,-0.4,-13,-7,0,-7,10,1,-0.4,-0.9
CCC(Cc1ccccc1)NC(=O)C1CCC(CNc2c(N3CCCC3)c(=O)c2=O)CC1 (stereo unspecified),-0.5,4,-4,0,5,-2,4,0.4,0.8
CC(=O)Nc1cccc(NC(=O)CSc2nc(C3CC3)nc3ccccc23)c1,3.8,8,0,26,-12,12,-12,7.9,7.3
Cc1ccc(OCC(O)CN2CCN(CC(O)COC(C)C)CC2)c(C(C)(C)C)c1 (stereo unspecified),3.7,31,0,-7,-4,-51,-4,3.5,3.0
O=C(NCCCO)C(=O)Nc1cc2c3c(c1)CCC(=O)N3CCC2,2.9,9,7,-21,0,-7,1,0.5,0.8
O=S(=O)(Nc1ccc2c(c1)OCCO2)c1ccc(F)cc1,5.3,12,-9,15,-3,-6,-9,6.3,4.2
CC(=O)Nc1c(O)nc(C)[nH]c1=O,x,x,31,-26,-11,x,-9,-0.2,1.4
CC(C)(C)n1ncc2c(=O)n(CC(=O)Nc3ccc4c(c3)OCCO4)cnc21,0.2,-3,-8,6,-3,9,-5,2.2,0.1
COc1cc(NC(=O)c2ccco2)c(OC)cc1NC(=O)c1cc(OC)c(OC)c(OC)c1,3.2,12,-21,25,-14,3,-19,-0.9,-1.7
CCOc1ccc(NC(=O)CN2CCN(CC(=O)Nc3ccc(OC)cc3OC)CC2)cc1,1.2,17,-11,-14,-1,-11,-2,-1.1,-1.2
COc1ccc(CC(=O)NCC(=O)N/N=C(/C)c2ccco2)cc1,0.5,19,-10,6,-23,-8,-15,-0.3,-1.0
COc1ccc(-n2cc(C(=O)c3cc4ccccc4oc3=O)c(C(C)=O)n2)cc1,-0.1,19,-2,17,-3,6,-3,0.6,1.8
O=C1CCC(C(=O)N(CCO)Cc2ccccc2)CN1CCc1cccc(F)c1 (stereo unspecified),1.1,23,x,-2,x,-7,x,x,x
O=C(Cn1nc(-c2ccc3c(c2)OCCO3)ccc1=O)Nc1ccc(-n2cnnn2)cc1,0.3,19,29*,10,-9,-11,-8,0.2,-0.8
CC1CCN(S(=O)(=O)c2ccc3c(c2)N(CC(=O)NCCCOC(C)C)C(=O)CS3)CC1,6.5,21,-10,0,-11,-1,-4,-1.5,-2.9
CSc1nnc(-c2ccccc2SC)o1,1.7,13,-13,11,-1,0,-6,0.1,-1.4
O=C(Nc1ccccc1Br)C1CCN(C(=O)Cc2ccccc2)CC1,1.5,21,-18,-8,-6,-20,2,0.7,-1.0
COc1ccccc1N1CCN(S(=O)(=O)c2cc(C(F)(F)F)cc(C(F)(F)F)c2)CC1,0.8,16,-9,-40,-8,-15,-1,-2.0,-1.4
Cc1ccc(S(=O)(=O)N(C)CC(=O)OCC(=O)NC(=O)Nc2ccc3c(c2)OCCO3)cc1,3.2,11,-9,-11,-3,1,-4,4.7,2.3
O=C(c1ccc2c(c1)OCO2)N(CC1CCCO1)C1(C(=O)NC2CCCCC2)CCCCC1 (stereo unspecified),-0.3,-6,-21,-19,34*,15,-4,-1.5,-2.7
CC(C(=O)NC1CCCC1)N(c1ccc(Oc2ccccc2)cc1)S(C)(=O)=O (stereo unspecified),1.9,3,-8,7,11,-20,-11,3.6,3.8
CCn1cc([N+](=O)[O-])c(C(=O)Nc2ccn(Cc3ccccc3)n2)n1,0.1,6,-1,-5,-8,-7,-4,0.1,0.1
O=C(O)c1cccc(Br)c1,1.9,1,x,-21,x,7,x,x,x
CCN(CC)S(=O)(=O)c1cc(C(=O)N=c2sccn2C)ccc1OC,1.4,-1,-13,-28,-19,-4,-2,0.8,0.3
CC1=C(C#N)C(Nc2cc(C)ccn2)(C(F)(F)F)C(=O)N1 (stereo unspecified),-0.3,-4,-13,7,3,13,-20,0.0,-0.8
Nc1scc(-c2ccncc2)c1Cl,-0.1,14,-7,-9,-19,1,-7,-0.5,-0.1
COc1ccc(/C=C2\SC(=S)N(C(C(=O)O)c3ccccc3)C2=O)c(OC)c1 (stereo unspecified),0.3,-10,-9,20,-5,-6,0,0.6,0.3
N#CCCCSc1nnc(Cc2ccc3c(c2)OCO3)o1,0.8,18,-6,-1,-1,-8,-7,0.3,-0.5
Cc1cc(C(=O)NNC(=O)c2ccc(NC(=O)CC#N)cc2)c(C)o1,0.8,21,0,1,x,-13,1,-0.6,0.3
Cc1ccc(CNC(=O)C2CCC(=O)N(Cc3cccc(C(F)(F)F)c3)C2)o1 (stereo unspecified),0.6,-2,-5,-19,-8,-4,-8,2.7,-0.1
Cc1ccc(OCC(=O)Nc2oc(-c3ccccc3)c(-c3ccccc3)c2C#N)cc1,0.3,13,-15,5,3,-4,-12,1.3,0.5
O=C(CCCn1c(=O)[nH]c2ccccc2c1=O)N1CCN(c2ccccn2)CC1,0.3,0,-11,-19,-6,6,-2,-0.4,1.3
O=C1c2ccccc2C(=O)N1Cc1nc(-c2ccncc2)no1,1.2,4,-12,13,10,-15,-3,0.5,1.7
N#Cc1ccccc1NC(=O)COC(=O)c1cccs1,-0.2,4,-2,3,x,-14,1,0.7,-0.8
Cc1c(C(=O)OCC(=O)N2CCCCC2C)oc2ccccc12 (stereo unspecified),0.5,17,-1,-11,x,-26,5,4.9,-1.7
CS(=O)(=O)N(CCc1ccccc1)CC(=O)NCc1ccc2c(c1)OCO2,1.7,15,0,14,-14,-2,-11,1.4,1.2
